Compound activity (PubChem BioAssay)
Vif inh: inhibitors of HIV Vif; HEK293T cells, Vif self-association by quenched fluorescence, imaging, 24 h; inhibition, % at 7.49 µM; 0.35% of 340,000 active; in the data active = inhibition above about 50%, passing the limit was not always enough; inconclusive = no clear call, values can overlap the other calls; inactive = below about 31%; also: some results filed as inactive read as strong as hits
MITF TRPM1 inh: reduces MITF-dependent TRPM1 promoter luciferase signal. SK-MEL-5 TRPM1 promoter luciferase, 24 h. inhibition, % at 12.5 µM. 0.83% of 330,000 active. AID 488899;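 active = mean inhibition across replicates of 60% or more, whatever share of single replicates reaches that level; inconclusive = some that reach 60%, reason not given; inactive = mean inhibition across replicates below 60%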; also: values of inactives mirror those of a sister screen read the other way
KKLEB tox: counter-screen for CF NF-kB inhibitors: cytotoxicity; AID 602141; 0.36% of 360,000 active; KKLEB CF airway cells viability, ATPlite luminescence, overnight; stronger effect = lower value; cells stimulated with P. aeruginosa culture filtrate; activity change (cytotoxicity), % at 5 µM;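 active = corrected activity change at or below -50% at 5 µM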
CaV13 FRET inh: Disruptors of the CACNA1D IQ motif to Ca2+-dependent inactivation inhibitor domain association, primary screening, Förster resonance energy transfer in intact living … | AID 743397 | 0.098% of 340,000 active | inhibition, % at 12.3 µM | HEK cells, CFP/YFP FRET ICDI-IQ, plate reader, 10 min; percent FRET-ratio fall versus neutral wells;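 active = mean replicate inhibition of at least 30% and at least 1% of replicates passing that level; inconclusive = only one of the two criteria is met; inactive = neither criterion is met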;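 also: 0% = median of the neutral control wells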
Peg3 prom inh: Peg3 promoter activity inhibition | HeLa PEG-Prom luciferase reporter, luminescence, overnight | inhibition, % at 20 µM | 1.7% of 360,000 active | AID 588405;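 active = inhibition of at least 50% at 20 µM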
NR2E3 ag-1: activates human photoreceptor nuclear receptor NR2E3; GST-NR2E3/biotin-RetCOR TR-FRET, 1536-well; AID 2300; Q9Y5X4; inhibition of corepressor binding, % at 4.78 µM; 0.12% of 320,000 active;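 active = percent inhibition above the cutoff of mean plus 3 SD of all tested compounds, set per screening campaign, cut at about 20% in these data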;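 also: 0% = DMSO wells and 100% = biotin wells as full block of FRET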
Target sequence (Q9Y5X4 whole entry, looked up): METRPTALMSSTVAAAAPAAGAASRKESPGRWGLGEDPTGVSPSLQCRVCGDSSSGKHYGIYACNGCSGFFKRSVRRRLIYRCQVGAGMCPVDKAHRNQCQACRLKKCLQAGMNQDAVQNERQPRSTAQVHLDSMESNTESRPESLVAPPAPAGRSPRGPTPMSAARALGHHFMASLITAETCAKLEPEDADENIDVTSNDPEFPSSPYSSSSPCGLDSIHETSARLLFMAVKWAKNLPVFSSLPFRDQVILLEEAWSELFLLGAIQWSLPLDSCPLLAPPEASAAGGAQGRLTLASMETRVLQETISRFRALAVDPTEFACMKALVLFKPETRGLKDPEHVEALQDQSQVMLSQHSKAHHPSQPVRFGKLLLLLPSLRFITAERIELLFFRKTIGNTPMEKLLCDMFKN
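Material: NR2E3–RetCOR corepressor complex / Incubation: Compound–protein incubation for 5 h at 4 °C / Dosing: compound at 4.8 µM, single dose / Detection: time-resolved FRET / Benchmarks: high control biotin, low control 0.6% DMSO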
Shn3 3UTR inh: reduces Shn3 3'UTR luciferase signal in osteoblasts; Clone20 osteoblast Shn3 3'UTR firefly luciferase, 24 h; inhibition, % at 12.5 µM; 0.52% of 360,000 active; AID 588674;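 active = mean inhibition of at least 75% with every replicate also reaching 75%; inconclusive = mean inhibition at least 75% but some replicate below; inactive = mean inhibition below 75%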;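 also: 0% = median of neutral control wells and 100% = pilot-screen positive control compound; some compounds past the cut are filed as inactive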
CF NFkB block: blocks PAF-induced NF-kB reporter in cystic fibrosis cells. 0.86% of 360,000 active. KKLEB NF-kB-GFP reporter, GFP fluorescence overnight. inhibition, % at 5 µM;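 active = at least 50% inhibition at 5 µM, scaled per plate between neutral and stimulator controls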;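 also: PAF is a Pseudomonas aeruginosa culture filtrate used as stimulus; plate controls were PAF-stimulated DMSO wells for no effect and unstimulated DMSO wells for full effect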
PDI inh: inhibitors of human protein disulfide isomerase | P07237 | PDI insulin aggregation turbidity, A650, 90 min | inhibition, % at 10 µM | 0.052% of 350,000 active | AID 588391;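 active = mean inhibition across replicates of 30% or more, whatever share of single replicates reach that level; inconclusive = mean inhibition below 30% while every single replicate reaches 30%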;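 also: absorbance from insulin aggregation driven by PDI reduction with DTT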
Target sequence (P07237 whole entry, looked up): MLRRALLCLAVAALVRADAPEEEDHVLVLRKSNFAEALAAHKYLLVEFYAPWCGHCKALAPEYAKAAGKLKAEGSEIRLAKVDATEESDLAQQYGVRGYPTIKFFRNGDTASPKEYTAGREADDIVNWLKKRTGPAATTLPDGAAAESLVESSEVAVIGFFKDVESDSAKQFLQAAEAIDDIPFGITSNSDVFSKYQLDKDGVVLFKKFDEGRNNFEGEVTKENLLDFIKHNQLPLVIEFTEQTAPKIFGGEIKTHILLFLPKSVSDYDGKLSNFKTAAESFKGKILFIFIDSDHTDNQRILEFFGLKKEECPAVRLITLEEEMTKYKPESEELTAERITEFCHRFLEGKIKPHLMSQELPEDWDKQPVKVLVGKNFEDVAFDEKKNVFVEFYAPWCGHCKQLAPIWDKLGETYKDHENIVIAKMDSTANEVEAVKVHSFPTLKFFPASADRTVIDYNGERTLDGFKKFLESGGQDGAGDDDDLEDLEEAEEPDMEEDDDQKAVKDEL
NR2E3 ag-2: activates human NR2E3 receptor. Q9Y5X4. AID 602229. 0.35% of 360,000 active. CHO-S Gal4-NCOR/VP16-NR2E3 two-hybrid, luciferase. inhibition of corepressor binding, % at 3.98 µM;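 active = inhibition above the mean of all tested compounds plus 3 SD, cut at about 70% in these data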;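 also: 0% = DMSO with NR2E3 transfected cells and 100% = cells lacking NR2E3 construct; higher means lower luciferase signal from less NR2E3 corepressor binding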
HIF-2a block: HIF-2a inhibition. inhibition, % at 18.8 µM. 0.72% of 360,000 active. 786-0 RCC cells HIF-2a reporter, luciferase luminescence, overnight;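 active = inhibition of the luminescence signal of 40% or more relative to plate controls, in a single-dose primary screen at 18.75 µM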
* hit, by the source's call. Not all compounds are listed; rates above refer to the full screens.

O=C1COc2ccc(C(=O)COC(=O)Cc3ccccc3)cc2N1 was read as Vif inh 1, MITF TRPM1 inh -17, KKLEB tox -3, CaV13 FRET inh -6, Peg3 prom inh 8, NR2E3 ag-1 3, Shn3 3UTR inh 1, CF NFkB block 8, PDI inh 0, NR2E3 ag-2 -20 and HIF-2a block 4.
For CC#CP(=O)(OC)C(O)(CF)c1ccccc1 (centres undefined) the results were Vif inh 5, MITF TRPM1 inh 5, KKLEB tox -6, CaV13 FRET inh 2, Peg3 prom inh 9, NR2E3 ag-1 4, Shn3 3UTR inh 11, CF NFkB block 8, PDI inh -13, NR2E3 ag-2 -8 and HIF-2a block 13.
For CCN1CC2(COC(=O)c3ccccc3N)CCC(OC)C34C5CC6C(OC)CC(O)(C5C6OC)C(O)(C(OC)C23)C14 (centres undefined) the results were Vif inh 0, MITF TRPM1 inh 10, KKLEB tox 7, Peg3 prom inh 3, NR2E3 ag-1 1, Shn3 3UTR inh -45, CF NFkB block -19, PDI inh inconclusive, NR2E3 ag-2 7 and HIF-2a block 18.
For CCN1C[C@]2(COC)CC[C@H](OC)[C@@]34C5C[C@H]6C(=O)C5[C@](O)(C[C@H]6OC)[C@@](O)(C(OC)C23)[C@@H]14 (some centres undefined) the results were Vif inh 3, MITF TRPM1 inh -2, KKLEB tox 11, Peg3 prom inh 15, NR2E3 ag-1 -2, Shn3 3UTR inh -10, CF NFkB block -2, NR2E3 ag-2 -4 and HIF-2a block 6.
`Cc1ccccc1C1=NCC(=S)Nc2ccc(Cl)cc21` gave Vif inh -6, MITF TRPM1 inh 2, KKLEB tox 6, CaV13 FRET inh -4, Peg3 prom inh 15, NR2E3 ag-1 -1, Shn3 3UTR inh -9, CF NFkB block -7, PDI inh -1, NR2E3 ag-2 -19 and HIF-2a block 12.
Screening Nc1ccc(C2(c3ccc(N)cc3)CN3CCC2CC3)cc1 returned Vif inh 8, MITF TRPM1 inh 1, KKLEB tox -1, CaV13 FRET inh -5, Peg3 prom inh 10, NR2E3 ag-1 -1, Shn3 3UTR inh 10, CF NFkB block -5, PDI inh 2, NR2E3 ag-2 -4 and HIF-2a block 15.
`CCCCCCCCCCOC(=O)CCN1CC1` gave Vif inh 1, MITF TRPM1 inh 3, KKLEB tox -4, Peg3 prom inh 7, Shn3 3UTR inh -5, CF NFkB block 18, PDI inh -4, NR2E3 ag-2 -17 and HIF-2a block -1.
Screening COc1ccc(C(=O)N2CCOCC2)cc1S(=O)(=O)N1CCC(C)CC1 returned Vif inh 6, MITF TRPM1 inh 7, KKLEB tox -6, CaV13 FRET inh -8, Peg3 prom inh -16, NR2E3 ag-1 4, Shn3 3UTR inh 11, CF NFkB block -1, PDI inh -4, NR2E3 ag-2 -3 and HIF-2a block 8.
For O=C(Cc1ccccc1)N1CCN(Cc2cccc(Cl)c2)CC1 the results were Vif inh 3, MITF TRPM1 inh 2, KKLEB tox -1, CaV13 FRET inh -20, Peg3 prom inh 19, NR2E3 ag-1 2, Shn3 3UTR inh 9, CF NFkB block 6, PDI inh 5, NR2E3 ag-2 -15 and HIF-2a block 19.
`Cc1cc(S(=O)(=O)NCC(C)C)ccc1OCC(=O)N1CCN(Cc2ccccc2)CC1` gave Vif inh -1, MITF TRPM1 inh 12, KKLEB tox 5, CaV13 FRET inh -6, Peg3 prom inh 3, NR2E3 ag-1 2, Shn3 3UTR inh 14, CF NFkB block 2, PDI inh 3, NR2E3 ag-2 3 and HIF-2a block 4.
`COc1ccc(CCN(C)Cc2c(F)cccc2F)cc1OC` gave Vif inh -5, MITF TRPM1 inh -3, KKLEB tox -10, CaV13 FRET inh -8, Peg3 prom inh 4, NR2E3 ag-1 -3, Shn3 3UTR inh -1, CF NFkB block 0, PDI inh -4, NR2E3 ag-2 -24 and HIF-2a block 5.
For Clc1ccc(NC2=NCCCS2)cc1Cl the results were Vif inh -7, MITF TRPM1 inh -22, KKLEB tox -5, CaV13 FRET inh -3, Peg3 prom inh -34, NR2E3 ag-1 5, Shn3 3UTR inh -1, CF NFkB block 4, PDI inh -39, NR2E3 ag-2 -7 and HIF-2a block -63.
For CC(O)CNc1ccc([N+](=O)[O-])c2cccnc12 (centres undefined) the results were Vif inh -3, MITF TRPM1 inh 10, KKLEB tox -11, CaV13 FRET inh -5, Peg3 prom inh 15, NR2E3 ag-1 -2, Shn3 3UTR inh 7, CF NFkB block -24, PDI inh 17, NR2E3 ag-2 -10 and HIF-2a block 5.
`O=C(CCC(=O)N1CC2C[C@@H](C1)Cn1c2cccc1=O)NCCc1ccccc1F` gave Vif inh 18, MITF TRPM1 inh 5, KKLEB tox -2, Peg3 prom inh 10, NR2E3 ag-1 1, Shn3 3UTR inh 5, CF NFkB block 24, NR2E3 ag-2 -6 and HIF-2a block -8.
OC(CN1CCCCC1)c1c[nH]c2ccccc12 (centres undefined) was read as Vif inh 2, MITF TRPM1 inh 13, KKLEB tox -4, CaV13 FRET inh -5, Peg3 prom inh -15, NR2E3 ag-1 4, Shn3 3UTR inh -19, CF NFkB block -6, PDI inh 11, NR2E3 ag-2 -12 and HIF-2a block 17.
`C[C@]1(O)CC[C@H]2[C@@H]3CCC4=CC(=O)CC[C@]4(C)[C@@]3(F)[C@@H](O)C[C@@]21C` gave Vif inh 2, MITF TRPM1 inh 1, KKLEB tox 10, Peg3 prom inh -8, Shn3 3UTR inh 9, CF NFkB block 14, PDI inh -5, NR2E3 ag-2 -10 and HIF-2a block 18.
For Cc1cc(S(=O)(=O)NCc2ccccc2)ccc1OCC(=O)N1CCN(C)CC1 the results were Vif inh -3, MITF TRPM1 inh -13, KKLEB tox 6, CaV13 FRET inh -9, Peg3 prom inh -9, NR2E3 ag-1 3, Shn3 3UTR inh 14, CF NFkB block -5, PDI inh 2, NR2E3 ag-2 -8 and HIF-2a block 5.
`O=Cc1cn(Cc2ccccc2[N+](=O)[O-])c2ccccc12` gave Vif inh -3, MITF TRPM1 inh -1, KKLEB tox -3, CaV13 FRET inh -1, Peg3 prom inh 21, NR2E3 ag-1 0, Shn3 3UTR inh 11, CF NFkB block 8, PDI inh 5, NR2E3 ag-2 -23 and HIF-2a block 16.
Screening Cc1ccc(NC(=O)[C@@H](NC(=O)N2C[C@H]3C[C@@H](C2)c2cccc(=O)n2C3)C(C)C)cc1 returned Vif inh -3, MITF TRPM1 inh -8, KKLEB tox 6, Peg3 prom inh 5, NR2E3 ag-1 3, Shn3 3UTR inh 10, CF NFkB block -4, NR2E3 ag-2 2 and HIF-2a block 8.
For O=S(=O)(c1ccccc1)N1CC1c1ccccc1 (centres undefined) the results were Vif inh -2, MITF TRPM1 inh -34, KKLEB tox 0, CaV13 FRET inh -5, Peg3 prom inh -16, NR2E3 ag-1 -1, Shn3 3UTR inh -37, CF NFkB block -32, PDI inh -24, NR2E3 ag-2 -53 and HIF-2a block -13.
CC(=O)C1CCC2C3C(N4CC4)CC4=CC(=O)CCC4(C)C3CCC12C (centres undefined) was read as Vif inh -4, MITF TRPM1 inh 6, KKLEB tox 2, CaV13 FRET inh -5, Peg3 prom inh 3, Shn3 3UTR inh 17, CF NFkB block 8, PDI inh -46, NR2E3 ag-2 -8 and HIF-2a block 14.
Screening Cc1ccc(-n2c(O)c(C=NCc3ccccn3)c(=O)[nH]c2=S)cc1 returned Vif inh -6, MITF TRPM1 inh 9, KKLEB tox -5, CaV13 FRET inh -18, Peg3 prom inh 11, NR2E3 ag-1 -1, Shn3 3UTR inh 6, CF NFkB block 0, PDI inh -6, NR2E3 ag-2 -7 and HIF-2a block 16.
For Cc1ccc(CN2CCC3CCC(C3)C2)c(O)c1 (centres undefined) the results were Vif inh 12, MITF TRPM1 inh 2, KKLEB tox -1, CaV13 FRET inh -5, Peg3 prom inh 7, Shn3 3UTR inh -4, CF NFkB block 11, PDI inh -2, NR2E3 ag-2 -3 and HIF-2a block 5.
O=C1NC(=O)C(CCc2ccncc2)(Cc2ccc([N+](=O)[O-])cc2)C(=O)N1 was read as Vif inh 4, MITF TRPM1 inh 7, KKLEB tox 12, CaV13 FRET inh -5, Peg3 prom inh 14, NR2E3 ag-1 -1, Shn3 3UTR inh 3, CF NFkB block 11, PDI inh 4, NR2E3 ag-2 -16 and HIF-2a block 20.
C=CCn1c(O)c(C(CC)=Nc2ccc(NC(C)=O)cc2)c(=O)[nH]c1=O was read as Vif inh 26, MITF TRPM1 inh 2, KKLEB tox -3, CaV13 FRET inh 1, Peg3 prom inh 13, NR2E3 ag-1 -3, Shn3 3UTR inh -4, CF NFkB block -7, PDI inh -6, NR2E3 ag-2 -2 and HIF-2a block 22.
Screening C=CCn1c(O)c(C(CC)=NC2CC2)c(=O)[nH]c1=O returned Vif inh -8, MITF TRPM1 inh 10, KKLEB tox 11, Peg3 prom inh 9, NR2E3 ag-1 2, Shn3 3UTR inh 11, CF NFkB block -2, PDI inh 2, NR2E3 ag-2 -7 and HIF-2a block 6.
C[C@]12CCC3C(CC[C@H]4C[C@@H](O)CC[C@]34C)C1C[C@@H](O)C2=O (some centres undefined) was read as Vif inh 1, KKLEB tox 13, CaV13 FRET inh -5, Peg3 prom inh 6, Shn3 3UTR inh -6, CF NFkB block -5, PDI inh 0, NR2E3 ag-2 -1 and HIF-2a block -6.
COc1cc(/C=C(/C)[N+](=O)[O-])ccc1OCc1ccccc1Cl was read as Vif inh 24, MITF TRPM1 inh 91*, KKLEB tox -66*, Peg3 prom inh 105*, NR2E3 ag-1 1, Shn3 3UTR inh 96*, CF NFkB block 85*, PDI inh 19, NR2E3 ag-2 -49 and HIF-2a block 94*.
`CCn1cc(C=C2C(=O)NC(=O)NC2=O)c2ccccc21` gave Vif inh -3, MITF TRPM1 inh 2, KKLEB tox -1, CaV13 FRET inh -16, Peg3 prom inh 19, NR2E3 ag-1 2, Shn3 3UTR inh -10, CF NFkB block -2, PDI inh 2, NR2E3 ag-2 7 and HIF-2a block -1.
Screening Cc1cc2c(C(F)(F)F)cc(=O)oc2c2c1NCCC2 returned MITF TRPM1 inh -3, KKLEB tox -3, CaV13 FRET inh 6, Peg3 prom inh 7, NR2E3 ag-1 2, Shn3 3UTR inh -2, CF NFkB block 6, PDI inh -5, NR2E3 ag-2 -9 and HIF-2a block -7.
Screening CN(C)C1=NC(N(C)C)=NP(N(C)C)(N(C)C)=N1 returned MITF TRPM1 inh -3, KKLEB tox 10, Peg3 prom inh 2, NR2E3 ag-1 -3, Shn3 3UTR inh -8, CF NFkB block -1, PDI inh 3, NR2E3 ag-2 -19 and HIF-2a block 5.
